Screening data: PubChem BioAssay, National Center for Advancing Translational Sciences (NCATS)
FLuc counter: inhibits or activates purified firefly luciferase, miR-21 counter-screen; purified FLuc, Km substrates, luminescence inhibition; Potency, µM (top dose mostly 57.5 µM), for the others: top-dose activity change, negative = inhibition, most hits filed as inhibitors; hit rate 6.9% among 360,000; AID 588342; active means well fitted inhibition curve with a large enough effect; inconclusive means small, poorly fitted or top-dose-only effect;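 further: plate controls were vehicle for no effect and reference inhibitor for full effect; nearly all actives have a fitted effect of over 55% in size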
Target sequence (P08659 whole entry, looked up): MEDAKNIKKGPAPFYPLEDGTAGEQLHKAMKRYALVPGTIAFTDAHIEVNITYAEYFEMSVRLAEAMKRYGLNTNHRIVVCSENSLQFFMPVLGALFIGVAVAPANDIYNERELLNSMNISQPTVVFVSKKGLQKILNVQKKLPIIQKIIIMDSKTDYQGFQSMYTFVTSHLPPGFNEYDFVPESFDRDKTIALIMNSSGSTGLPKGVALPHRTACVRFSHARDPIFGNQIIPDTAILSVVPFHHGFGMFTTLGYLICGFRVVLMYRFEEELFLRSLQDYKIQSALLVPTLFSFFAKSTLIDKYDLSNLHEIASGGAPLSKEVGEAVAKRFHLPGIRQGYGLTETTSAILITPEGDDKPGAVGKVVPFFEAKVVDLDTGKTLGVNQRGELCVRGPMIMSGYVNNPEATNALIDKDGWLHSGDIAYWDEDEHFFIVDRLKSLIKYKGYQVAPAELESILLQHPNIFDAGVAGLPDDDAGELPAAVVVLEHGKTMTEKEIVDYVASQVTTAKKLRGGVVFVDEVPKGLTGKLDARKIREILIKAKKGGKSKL
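Purified P. pyralis luciferase, 10 nM final, with Km-level 10 uM D-luciferin and 10 uM ATP in 50 mM Tris acetate pH 7.5, 10 mM Mg acetate, 0.01% Tween-20, 0.05% BSA; 6-point qHTS titration about 60 µM downward; luminescence read.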
An asterisk follows results filed as active; ? = inconclusive; [ ] = remark or other dose. Potency means the concentration at half of the fitted maximal effect. Not all compounds are listed; rates above refer to the full screens.

SMILES	FLuc counter
COC(=O)C(C)Sc1ncnc2c1c(-c1ccccc1)cn2-c1ccc(F)cc1 (configuration not stated)	1%
CCOc1ccc2nc(N3CCCC(C(=O)Nc4cc(Cl)c(OC)cc4OC)C3)sc2c1 (configuration not stated)	2.7µM*
Cc1cc(C)c(Cn2cnc3nc4c(cc3c2=O)CCCC4)c(C)c1	-16%
CS(=O)(=O)c1ncc(N(Cc2ccccc2)Cc2ccco2)c(C(=O)Nc2cccc(C(F)(F)F)c2)n1	4%
CC(C)c1ccc(NC(=O)CSc2ncc3c(n2)-c2ccccc2N(C)S3(=O)=O)cc1	-3%
COC(=O)c1ccccc1NS(=O)(=O)c1cc2c3c(c1)CC(=O)N3CCC2	-2%
Cc1cccc(-n2ncc(C(=O)N3CCN(c4ccc(C)cc4C)CC3)c2C2CCN(C(=O)OC(C)(C)C)CC2)c1	-2%
Cc1ccc(Cn2c(=O)n(-c3cccc(C(F)(F)F)c3)c(=O)c3c(C)c(C)sc32)c(C)c1	1%
CCOc1ccccc1CNC(=O)CN1C(=O)c2cccnc2Oc2ccc(C)cc21	-11%
COc1ccc(-c2nnc(SCC(=O)Oc3c(C)cccc3C)o2)cc1OC	-2%
CCCCNC(=O)c1cnn2c(C)c(Cc3c(F)cccc3Cl)c(C)nc12	-14%
COc1ccc(OC)c(NCc2cccn2-c2nnc(N3CCCCC3)s2)c1	-20%
COCCCNc1nc(NCc2ccccc2OC)c2cnn(C)c2n1	-8%
COc1ccc(C(=O)NCC(c2ccc(Cl)cc2)N2CCCCC2)cc1 (configuration not stated)	-2%
Cc1ccc(CCNS(=O)(=O)c2ccc3c(c2)CCN3C(=O)CCC(=O)O)cc1	3%
CC(C)(C)c1ccc(-c2nc(NC(=O)CSc3ncnc4sc5c(c34)CCCC5)ns2)cc1	-2%
COc1ccccc1S(=O)(=O)Cc1ccc(C(=O)N2CCN(c3cc(Cl)ccc3C)CC2)o1	0%
CCNC(=O)c1nn(-c2ccccc2C)nc1CO	-2%
Cc1ccc(-c2cn3c4c(=O)n(C)c(=O)n(C)c4nc3n2-c2cccc(Cl)c2)cc1	2%
Cc1ccc(OCC(=O)Nc2ccc3nc(SCC(=O)N4CCCC4)sc3c2)cc1C	-3%
Cn1c(C(=O)N2CCC(C(=O)NCCc3ccccc3)CC2)cc2sccc21	-1%
COc1ccc(-n2c(Cc3ccccc3)nnc2SCc2nc(-c3ccccc3C)no2)cc1	-14%
CCCn1c2ccccc2c2cnn(CC(=O)NCc3cc(OC)ccc3OC)c(=O)c21	-5%
CCOC(=O)C1CCN(C(c2ccc(OCC)cc2)c2c(O)cc(C)n(CCOC)c2=O)CC1 (configuration not stated)	-11%
COc1cccc(NC(=O)CSC2=Nc3ccccc3C3=NC(CC(=O)NCc4ccccc4OC)C(=O)N23)c1 (configuration not stated)	-8%

Look-ups from the results shown.
Cc1ccc(-c2cn3c4c(=O)n(C)c(=O)n(C)c4nc3n2-c2cccc(Cl)c2)cc1 – FLuc counter = 2%
COc1cccc(NC(=O)CSC2=Nc3ccccc3C3=NC(CC(=O)NCc4ccccc4OC)C(=O)N23)c1 (configuration not stated) – FLuc counter = -8%

The listing continues:
SMILES	FLuc counter
Cc1cc(C)nc(NS(=O)(=O)c2ccc(NC(=O)c3nc(SC(C)C)ncc3Cl)cc2)n1	?
CCOc1ccc2c(c1)NC(c1cccs1)=NC(c1ccc(F)cc1)=N2	?
CCN1C(=O)c2ccccc2Sc2ccc(NC(=O)Nc3ccc(Br)c(C)c3)cc21	-9%
CCOc1cccc2sc(N(CCN(CC)CC)C(=O)c3ccco3)nc12	-8%
COc1ccc(Cl)cc1NC(=O)CSc1c2c(nc3ccccc13)CCC2	-10%
CN1CCN(CCCNC(=O)Cn2c(-c3cccs3)cc3ccccc32)CC1	-1%
Cc1ccc(Nc2ccc3cc(S(=O)(=O)N4CCCCC4)ccc3n2)cc1F	4%
Cc1c(Cl)cccc1-n1ncc(C(=O)N2CCN(C)CC2)c1C1CCN(C(=O)OC(C)(C)C)CC1	1%
Cc1ccn2c(Nc3ccc4c(c3)OCO4)c(-c3ccc(Cl)cc3)nc2c1	-2%
Cc1ccc(CNC(=O)COCc2cc(-c3cccs3)on2)cc1	?
COc1ccc(N(CC(=O)NCCc2ccccc2)S(=O)(=O)c2ccccc2)c(OC)c1	2%
COCCn1c(C)cc(O)c(C(c2ccccc2Cl)N2CCN(c3ccccc3)CC2)c1=O (configuration not stated)	-9%
COc1cccc(OCc2nc3ccccc3n2C)c1	11µM*
Cc1ccc(CNC(=O)CSc2nc3ccsc3c(=O)n2-c2ccc(C(=O)O)cc2)cc1	-2%
Cc1cccc(NC(=O)CSc2nc3c([nH]c4ccccc43)c(=O)n2C)c1C	2%
CC(=O)C1=C(c2ccc(Cl)c(Cl)c2)N(C(C)=O)n2c(C)nnc2S1	-10%
COc1ccc(NC(=O)c2ccco2)cc1NC(=O)COc1cccc(C)c1C	1%
Cc1ccc2occ(CC(=O)Nc3ccc(S(=O)(=O)N4CCC(C)CC4)cc3)c2c1	-5%
O=C(NCc1cccc(F)c1)C1CCCN(C(=O)N2CCOc3ccccc32)C1 (configuration not stated)	0%
CCc1ccc(CN(Cc2ccco2)C(=O)c2cc(-c3ccc(C)c(F)c3)on2)cc1	-6%
O=C(/C=C\c1ccc2c(c1)OCO2)NC1CC(=O)N(c2ccc(F)cc2)C1 (configuration not stated)	3%
COc1ccc(-c2nnc(SCC(=O)Nc3ccc(C(C)C)cc3)nc2-c2ccc(OC)c(OC)c2)cc1OC	5%
COc1cc(Nc2ncc3c(n2)CCN(Cc2cccc(C)c2)C3)cc(OC)c1	-3%
O=C(CN1C(=O)CCSc2ccc(S(=O)(=O)N3CCCC3)cc21)Nc1cccc(Cl)c1	7%
CCC(=O)N1c2ccccc2CC1C(=O)NCc1cc(OC)ccc1OC (configuration not stated)	-3%

New compounds follow
SMILES	FLuc counter
Cn1c(=O)n(CCCc2ccccc2)c(=O)c2c1nc1n2CCN1c1ccc(F)cc1	?
Cc1cc2c(n1-c1ccc(C(=O)NCC(C)c3ccccc3)cc1)CCCC2 (configuration not stated)	-1%
CCOc1ccc(N2CC(c3nc4ccccc4n3Cc3cccc(Cl)c3)CC2=O)cc1 (configuration not stated)	-11%
COc1ccccc1NC(=O)CCn1cnc2onc(-c3ccc(F)cc3)c2c1=O	3%
O=C(Nc1ccccc1C(=O)OCc1cc(=O)n2ccsc2n1)c1cccc(F)c1	-4%
O=C1c2[nH]nc(-c3ccccc3O)c2C(c2ccc(Cl)cc2)N1Cc1ccco1 (configuration not stated)	-17%
O=C(C1COc2ccccc2O1)N(Cc1cccnc1)c1nc2ccc(F)cc2s1 (configuration not stated)	1%
CC(C)Oc1ccc(CNC(=O)Cn2ncn3nc(-c4cccs4)cc3c2=O)cc1	-14%
CCOC(=O)c1c(-c2ccccc2)oc2ccc(N(C(C)=O)S(=O)(=O)c3ccccc3)cc12	-12%
O=C(NCCCN1CCN(c2ccccc2)CC1)c1sc2ncccc2c1-n1cccc1	-1%
Cc1cc(C)cc(NC(=O)c2cnc3sc(N4CCCC4)nn3c2=O)c1	-3%
C=Cc1ccc(Cn2c(C)c(CNCc3ccc(SC)cc3)c(C(=O)O)c2C)cc1	-10%
CCN(CC)CCNC(=O)Cn1ncc2c([nH]c3ccccc32)c1=O	0%
Cc1cc(C)cc(-n2c(C)nc3cc(C(=O)NCc4ccccc4Cl)ccc32)c1	-3%
CCc1ccccc1NC(=O)C1CCN(C2=NS(=O)(=O)C(c3ccc(C)c(C)c3)=C2C)CC1	-6%
Cc1cc(-c2ccc(C)c(S(=O)(=O)N3CCC(C)CC3)c2)on1	-15%
Cc1ccc(NC(=O)c2ccc(-c3ccccc3)s2)cc1	-15%
COc1ccc(-c2nsc(NC(=O)COc3ccccc3OC)n2)cc1	?
Cc1ccc(C)c(Cn2c(=O)n(Cc3ccccc3)c(=O)c3c(C)c(C)sc32)c1	6%
CCCCOc1cccc(NC(=O)c2cccc(C(=O)Nc3cccc(OCCCC)c3)c2)c1	-13%
CCOC(=O)c1cc(-c2ccccc2)n(CCCC(=O)Nc2ccc(CC)cc2)c1C	-8%
Cc1nc2nc(NCc3ccc(Cl)cc3)[nH]n2c(=O)c1Cc1ccccc1	?
Cc1ccccc1CN1C(=O)c2ccccc2Sc2ccc(C(=O)NC3CCCCC3)cc21	-8%
CCOc1ccc2nc(N3CCCC(C(=O)Nc4ccccc4CC)C3)sc2c1 (configuration not stated)	?
Cc1ccccc1C(=O)n1nc(-c2cccnc2)nc1NCc1ccccc1	5%

The results go on.
SMILES	FLuc counter
Cc1nn(C)c2c1c(C(F)(F)F)cc(=O)n2CC(=O)N1CCCCC1	0%
Cc1cc(Br)ccc1NC(=O)c1cc2c(s1)-c1ccccc1SC2	-9%
COc1ccc(-c2cc3ccc(O)c(CN4CCCC4)c3oc2=O)cc1OC	15µM*
CC1CCN(C(=O)c2cccc(NC(=O)c3nsc4ccccc34)c2)CC1	3.4µM*
Cc1nnc(NC(=O)CSc2nnc3c(n2)[nH]c2ccccc23)s1	2%
CCC(=O)N1CCN(c2nc3c(C)cccc3s2)CC1	-2%
CCOc1ccc(/C=C/c2nc(C#N)c(N3CCCCCC3)o2)cc1	-10%
CC(C)CC(=O)Nc1nnc(S(=O)(=O)N(CC(C)C)c2ccccc2)s1	0.85µM*
COc1cccc(CNC(=O)c2cnc(N3CCCCC3)c3ccccc23)c1	?
O=C(COc1cccc(Cl)c1)N1CCC(c2nc3ccccc3o2)CC1	-10%
Cc1ccc2oc(=O)c3cnn(CC(=O)Nc4ccc(Br)cc4C)c3c2c1	3%
COC(=O)c1c(NC(=O)/C(C#N)=C/c2ccccc2)sc2c1CCC2	-2%
Cc1cc(=O)[nH]c2nnc(SCc3c(F)cccc3Cl)n12	-11%
Cc1ccccc1NC(=O)Nc1csc2c1CCCC2	?
CCOC(=O)/C(C#N)=C/c1ccc(-c2ccccc2)o1	9.5µM*
Cc1ccc(C)c(-n2cc(-c3ccccc3)nc2SCC(=O)Nc2ccccc2)c1	4%
Clc1ccc(CSc2ccc(-c3cccs3)nn2)cc1	0%
Cc1cccc(CC(=O)NCc2nc3cccnc3n2Cc2ccc(F)cc2)c1	-4%
CCS(=O)(=O)c1ncc(N(Cc2ccco2)Cc2sccc2C)c(C(=O)Nc2cc(C)ccc2C)n1	0%
Cc1ccc(NC(=O)c2c(C)oc3ccc(O)c(CN4CCCCC4)c23)cc1	-1%
COc1ccc(NC(=O)C2CCN(c3nc(-c4ccc(OC)c(OC)c4)no3)CC2)cc1Cl	33%[activator]
CCn1cc(S(=O)(=O)c2cc(C)cc(C)c2)c(=O)c2cc(F)c(N3CCCC3)cc21	-7%
CCCCn1cc(S(=O)(=O)c2ccc(CC)cc2)c(=O)c2cc(F)c(N3CCCC(C)C3)cc21 (configuration not stated)	-4%
CCOC(=O)c1c(C)[nH]c(CCC(=O)NCc2ccc(N(C)C)cc2)c1C	-12%
CN(C)c1ccc(CNS(=O)(=O)c2ccc(-c3cc(C(F)(F)F)on3)s2)cc1	-2%

No new results follow: 7 of the compounds above.
SMILES	FLuc counter
CCS(=O)(=O)c1ncc(N(Cc2ccco2)Cc2sccc2C)c(C(=O)Nc2cc(C)ccc2C)n1	0%
Cc1ccc(NC(=O)c2c(C)oc3ccc(O)c(CN4CCCCC4)c23)cc1	-1%
COc1ccc(NC(=O)C2CCN(c3nc(-c4ccc(OC)c(OC)c4)no3)CC2)cc1Cl	33%[activator]
CCn1cc(S(=O)(=O)c2cc(C)cc(C)c2)c(=O)c2cc(F)c(N3CCCC3)cc21	-7%
CCCCn1cc(S(=O)(=O)c2ccc(CC)cc2)c(=O)c2cc(F)c(N3CCCC(C)C3)cc21 (configuration not stated)	-4%
CCOC(=O)c1c(C)[nH]c(CCC(=O)NCc2ccc(N(C)C)cc2)c1C	-12%
CN(C)c1ccc(CNS(=O)(=O)c2ccc(-c3cc(C(F)(F)F)on3)s2)cc1	-2%

Remaining list, next part.
SMILES	FLuc counter
Cc1ccc(CN2c3ccccc3-c3nc(SCC(=O)NCCc4ccccc4)ncc3S2(=O)=O)cc1	-4%
Cc1ccc(NC(=O)CN2C(=O)CCn3nc(-c4cccn4C)cc32)c(Cl)c1	-6%
COc1ccc2c(Sc3ccccc3)c(C(=O)NCc3cc(Br)ccc3OC)[nH]c2c1	-8%
COc1cccc(NC(=O)C2CCCN(c3nnc(-n4c(C)ccc4C)s3)C2)c1 (configuration not stated)	-3%
Cc1c(CC(=O)N2CCCCC2)c(=O)oc2cc(O)ccc12	1%
CCCn1c(NCc2ccc(N(CC)CC)cc2)nc2ccccc21	-4%
CC(=O)N1CCN(c2csc3ccc(Cl)cc3c2=O)CC1	?
COc1ccc(C)cc1NS(=O)(=O)c1c(C(=O)N2CCC(C)CC2)c(C)n(C)c1C	-3%
CCOc1ccc(CCNC(=O)c2cc(=O)[nH]c3ccc(S(=O)(=O)N4CCCCC4)cc23)cc1OCC	0%
COCC(=O)Nc1cccc(-c2nc3cccnc3s2)c1	-7%
CCOc1ccc(NS(=O)(=O)c2ccc3[nH]cc(C(=O)N4CCCC4)c(=O)c3c2)cc1	?
CCc1nn(CC(=O)N2CCCCC2)c(=O)c2cc3sccc3n12	-6%
COc1ccc(C2CC(=O)c3c([nH]c(C(=O)OC4CCCC4)c3C)C2)cc1OC (configuration not stated)	-3%
Cc1ccc(CN2C(=O)c3ccccc3S(=O)(=O)c3ccc(C(=O)OCC4CCCO4)cc32)cc1 (configuration not stated)	-1%
COc1ccc(S(=O)(=O)N2CCC(C(=O)Nc3cc(C(F)(F)F)ccc3Cl)CC2)cc1	-7%
CCCCNc1nc(Oc2ccc(OCC)nn2)nc(N2CCOCC2)n1	-2%
